From PubChem BioAssay
ERK EGF inh: inhibitors of EGF-stimulated ERK signaling pathway; HEK293-V1b, EGF-stimulated phospho-ERK AlphaScreen; Potency, µM (doses to about 11.5 µM), for the others: top-dose activity change, negative = inhibition, hits mostly inhibitors; hit rate 0.41% among 130,000; active means well fitted inhibition curve with a large enough effect; inconclusive means small, poorly fitted or top-dose-only effect, or effect the other way;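 further: plate controls were stimulated vehicle wells for no effect and unstimulated vehicle basal for full effect; nearly all actives have a fitted effect of over 55% in size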
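Homogeneous cell-based phospho-ERK assay: HEK293/V1b cells in 1% FBS, compound 30 min then EGF 5 min, AlphaScreen luminescence. Activity normalized between DMSO and 25 nM EGF controls; AC50 from Hill modelling.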
* marks the source's active call; other numbers are inactive results; ? = inconclusive; [ ] = another dose, or the depositor's remark. Potency means the concentration at half of the fitted maximal effect.

no. | compound | ERK EGF inh
1 | O=S1(=O)CCN(C(CCO)c2cccc(C(F)(F)F)c2)CC1 (configuration not stated) | -3%
2 | O=c1cnc2cnc(Oc3ccccc3)nc2n1CCc1ccccc1 | -3%
3 | COc1ccc(N2C(S)=C(C#N)C(=O)NC2c2ccco2)cc1 (configuration not stated) | 2%
4 | Cc1cc(NC(=O)CSCC(=O)N(c2ccc(F)cc2)C(C(=O)NC2CCCCC2)c2ccc(O)c(O)c2)no1 (configuration not stated) | 1%
5 | COc1ccc(C(=O)NNC2=CC(=O)CC(C)(C)C2)cc1 | 3%
6 | COC(=O)c1ccc(N2CCS(=O)(=O)CC2)cc1 | -3%
7 | COc1cc(/C=N/NC(=O)c2ccc(COc3cc(C)ccc3C(C)C)cc2)cc(OC)c1O | 4%
8 | Cc1nc(N2CCOCC2)c2nc(-c3ccccc3)n(CCCN(C)C)c2n1 | -1%
9 | Cc1nc(-c2cccc(Br)c2)ccc1C(=O)O | 1%
10 | CCOc1cc(/C=N/Nc2nncc(-c3ccccc3)n2)ccc1O | 2%
11 | CCN(CC)CCNC(=O)C(=O)NCC1OCCN1S(=O)(=O)c1ccc2c(c1)OCCO2 (configuration not stated) | -2%
12 | CC(C)c1nnc(SCC(=O)N2CCOCC2)n1C | -2%
13 | Cc1cc2cc(CNC(=O)c3ccco3)ccc2n1C | 0%[57.5 µM]
14 | O=[N+]([O-])c1cc(Cl)ccc1NCCNS(=O)(=O)c1ccccc1 | 1%
15 | CC(=O)Nc1ccc(OC(=O)c2ccco2)cc1 | 12%
16 | COc1ccc(CNC(=O)C/C(C)=N/NC(=O)Cc2ccc(OC)cc2)cc1 | 2%
17 | COc1ccc(NC(=O)Cn2nnc(-c3ccccc3NS(=O)(=O)c3ccc(OC)cc3)n2)cc1 | 3%
18 | COc1ccc(N(CC(=O)Nc2ccc(C)cc2C)S(=O)(=O)c2ccccc2[N+](=O)[O-])c(OC)c1 | 5%
19 | Cc1[nH][nH]c(=O)c1C(c1c(C)[nH][nH]c1=O)c1cn(Cc2ccc(F)cc2)c2ccccc12 | ?
20 | Cc1ccc(C(=O)Oc2coc(CSc3nnc(NC(=O)C4CC4)s3)cc2=O)cc1C | -5%
21 | O=c1ccnc(SCCC(F)=C(F)F)[nH]1 | 0%
22 | O=C(Nc1cccc(Cl)c1)Nc1nnc(-c2ccncc2)s1 | 0%
23 | CC(=O)Nc1ccc(/C(C)=N/NC(=O)c2ccc(F)cc2)cc1 | 5%
24 | Cc1cc(S(=O)(=O)NCc2ccccc2)ccc1OCC(=O)N1CCOCC1 | -1%
25 | CC(C)S(=O)(=O)c1nsc2nc(=O)c(/C=C3\C=Nc4ccccc43)c(N)n12 | 7%
26 | O=C1NCCN/C1=C\C(=O)c1cccc(Br)c1 | -1%[57.5 µM]
27 | CSc1ccc(/C=C(/NC(=O)c2ccc(C)cc2)C(=O)Nc2cccc(F)c2)cc1 | 2%
28 | COc1ccc(/C=N/n2cnnc2)cc1Br | 4%[57.5 µM]
29 | O=C(O)CC1S/C(=N\N=C2CCCCCC2)N(c2ccccc2)C1=O (configuration not stated) | -7%[57.5 µM]
30 | COc1cc2c(cc1OC)C(c1cccs1)N(C(=O)c1cccnc1)CC2 (configuration not stated) | -7%
31 | Cc1cccc(Cc2cnc(N3C(=N)SC(C)C3=O)s2)c1 (configuration not stated) | -4%
32 | CCN1CCN(S(=O)(=O)c2ccc(Cl)c(C(=O)NC(C)(C)C)c2)CC1 | -1%
33 | COc1ccc(CN(C(=O)c2ccc(CN3CCOCC3)o2)C(C(=O)NCC2CCCO2)c2ccc(F)cc2)cc1 (configuration not stated) | ?
34 | CCCCN1C(=O)C(=O)N(c2ccccc2)C1=S | 4%
35 | Brc1ccc(C2CC(c3ccccc3)=Nc3ccccc3N2)cc1 (configuration not stated) | -8%
36 | COc1cccc(-n2c(=O)[nH]cc(C(=O)Nc3ccc4c(c3)OCCO4)c2=O)c1 | -7%

Fetched one by one from above, 4 records:
no. | compound | ERK EGF inh
29 | O=C(O)CC1S/C(=N\N=C2CCCCCC2)N(c2ccccc2)C1=O (configuration not stated) | -7%[57.5 µM]
27 | CSc1ccc(/C=C(/NC(=O)c2ccc(C)cc2)C(=O)Nc2cccc(F)c2)cc1 | 2%
33 | COc1ccc(CN(C(=O)c2ccc(CN3CCOCC3)o2)C(C(=O)NCC2CCCO2)c2ccc(F)cc2)cc1 (configuration not stated) | ?
31 | Cc1cccc(Cc2cnc(N3C(=N)SC(C)C3=O)s2)c1 (configuration not stated) | -4%

Next section:
no. | compound | ERK EGF inh
37 | COc1cc(C(C(=O)NC2CCCCC2)N(C(=O)Cc2c[nH]c3ccccc23)c2ccccc2C)cc(OC)c1OC (configuration not stated) | -1%
38 | O=C(Cn1nnc2ccccc2c1=O)Nc1cccc(S(=O)(=O)N2CCOCC2)c1 | -9%
39 | COc1ccccc1N1CCN(CCN2C(=O)c3ccccc3C(C)(C)C2=O)CC1 | 5%
40 | CN(c1cccc(NC(=O)c2ccc(N(C)S(=O)(=O)c3ccccc3)cc2)c1)S(C)(=O)=O | ?
41 | COc1cc(C(=O)N/N=C(\Cc2ncc[nH]2)c2ccccc2)cc(OC)c1OC | 0%[57.5 µM]
42 | Cc1ccc(NS(=O)(=O)Cc2ccccc2)nc1 | 9%
43 | N/C(=N\OC(=O)COc1ccc(Br)cc1Cl)c1ccccn1 | 8%
44 | Cc1ccc2c(C(=O)CCl)c(C)[nH]c2c1 | -1%[57.5 µM]
45 | CN(Cc1ccco1)c1ccnc(-c2cccc(NS(C)(=O)=O)c2)n1 | 13%
46 | Cc1noc(C)c1C(=O)N1CCC2(CCCN(c3ccccc3)C2)CC1 | -3%
47 | COc1cccc(/C=N/N=C(\N)c2nonc2N)c1O | 6%
48 | Cc1cc(C(=O)CN2CCCC(C)C2)c(C)n1-c1ccc(F)cc1 (configuration not stated) | -1%

Sorted by number of heavy atoms (rising): three of the compounds above
no. | compound | ERK EGF inh
47 | COc1cccc(/C=N/N=C(\N)c2nonc2N)c1O | 6%
41 | COc1cc(C(=O)N/N=C(\Cc2ncc[nH]2)c2ccccc2)cc(OC)c1OC | 0%[57.5 µM]
38 | O=C(Cn1nnc2ccccc2c1=O)Nc1cccc(S(=O)(=O)N2CCOCC2)c1 | -9%

Later entries
no. | compound | ERK EGF inh
49 | CCCC(C)NC(=O)COc1ccc(S(=O)(=O)N2CCCC2)cc1 (configuration not stated) | -8%
50 | O=S(=O)(c1ccccc1)N1CCN(c2nnc(-c3ccccc3)c3ccccc23)CC1 | 8%[57.5 µM]
51 | CN1CCN(C(=O)N2c3ccccc3CCc3ccccc32)CC1 | -1%
52 | COc1ccccc1OCCOCCOc1ccc(C)cc1Br | 7%
53 | COc1ccc(N2C(=O)CC(N3CCCCC3)C2=O)cc1 (configuration not stated) | -1%
54 | Cc1cc(Br)ccc1SCC(=O)OCC(=O)NCc1ccco1 | 1%[57.5 µM]
55 | Cc1cccc(NC(=O)/C(C#N)=C/c2cn(CC(=O)NCc3ccco3)c3ccccc23)c1 | 5%
56 | Cc1ccc(NC(=S)NNC(=O)Cn2nc(C(F)F)cc2C(F)F)cc1 | 2%
57 | Cc1nn(-c2ccccc2)c(C)c1/C=N/N1CCN(c2ccccn2)CC1 | -5%
58 | Cc1nnc(SCC(=O)Nc2ccc3c(c2)OCO3)[nH]c1=O | 7%
59 | CCS(=O)(=O)N1CCCC(C(=O)c2ccc(OC)cc2C)C1 (configuration not stated) | 1%
60 | O=Cc1ccc(-n2cccn2)cc1 | ?
61 | CCOC(=O)c1ccc(OS(=O)(=O)c2ccccc2)c(OC)c1 | -5%
62 | O=C(CSc1cccc(C(F)(F)F)c1)Nc1cc(S(=O)(=O)N2CCCC2)ccc1Cl | 5%
63 | COc1ccc2c(c1)-c1nc(/N=C/c3ccc(O)c(OC)c3)sc1CC2 | -4%
64 | Cc1ccc(C(=O)/C=C\Nc2ccc(C)c(C)c2)cc1 | -1%
65 | COc1ccccc1C(O)c1nccn1C (configuration not stated) | -5%[57.5 µM]
66 | CC(=O)NC(CC(=O)NC(C)c1ccc(Cl)cc1Cl)c1ccccc1 (configuration not stated) | -10%
67 | CN(C)c1ccc(-c2nc3cnccn3c2Nc2ccc3c(c2)OCCO3)cc1 | 8%[57.5 µM]
68 | Cc1csc(-c2coc3cc(O)cc(C)c3c2=O)n1 | -19%[57.5 µM]
69 | NC(=NC(=O)c1ccc(OCC(F)(F)F)nc1)c1ccccc1 | ?
70 | COc1ccc2nc(NC(=O)CSc3nc(SC)ns3)sc2c1 | 5%
71 | CSc1ccc(CN2CCN(C(C)C)C(CCO)C2)cc1 (configuration not stated) | -4%[57.5 µM]
72 | COC(C(=O)Nc1ccc(S(=O)(=O)Nc2c(C)cccc2C)cc1)c1ccccc1 (configuration not stated) | 0%
73 | COCCN(C(=S)Nc1c(C)cccc1C)C(C)c1cccs1 (configuration not stated) | -3%
74 | COc1ccc(Cl)cc1S(=O)(=O)Nc1ccncc1 | -1%
75 | CCCS(=O)(=O)c1c(S(=O)(=O)CCC)c2ccc(C(C)=O)cn2c1C(=O)OC | -5%
76 | CC(/C=C1\SC(=S)N(CC(=O)N2CCN(c3ccccc3)CC2)C1=O)=C\c1ccccc1 | ?
77 | COC(=O)c1ccc(C(NC(=O)OCc2ccccc2)/C(=C/[C@@H](C)C(=O)NCCc2c[nH]c3ccccc23)c2cccnc2)cc1 (some centres not stated) | ?
78 | O=C(NCc1ccc(Cl)cc1)C(=O)c1c[nH]c2ccccc12 | -4%
79 | CC1CCCN(Cc2c(O)ccc3c2O/C(=C\c2ccco2)C3=O)C1 (configuration not stated) | -6%
80 | CCc1ccc(OCCCC(=O)Nc2nnc(C3CCCO3)s2)cc1 (configuration not stated) | -10%
81 | COC(=O)c1ccc(C(=O)OC)c(NC(=S)N2CCN(c3ccccc3F)CC2)c1 | -6%
82 | COc1cc(NS(=O)(=O)c2ccc3[nH]c(=O)oc3c2)cc(OC)c1 | -14%
83 | COc1cccc(/C=C/C(=O)OCC(=O)Nc2cccc(S(=O)(=O)N3CCOCC3)c2)c1OC | 1%
84 | CC(=O)c1ccc(Sc2ccccc2)c([N+](=O)[O-])c1 | 12%[57.5 µM]
85 | COC(=O)c1cc(C)nc(Sc2ccccc2NC(C)=O)n1 | 5%[57.5 µM]
86 | CN1C(=O)c2cccc3c(S(=O)(=O)Nc4ccccn4)ccc1c23 | 4%
87 | CSc1nc(NCCCO)c2c3c(sc2n1)CN(C)CC3 | 5%[57.5 µM]
88 | Cc1nn(C2CCS(=O)(=O)C2)c(Cl)c1/C=C/C(=O)OCC(=O)Nc1ccc2c(c1)OCO2 (configuration not stated) | 10%
89 | CCNC(=S)N/N=C(\C)c1ccc(N2CCOCC2)cc1 | -14%
90 | COc1c(Cl)cc(Cl)cc1CNCCO | -6%
91 | CCOC(=O)C1(Cc2cccc(OC)c2)CCN(Cc2cccc(O)c2)CC1 | 1%
92 | Cc1ccc(N2C(=O)Nc3ccccc3C2(O)C(=O)N2CCN(c3ccccn3)CC2)cc1C (configuration not stated) | 7%
93 | COC(=O)CCC(=O)OC1(C)C(=O)C=C2C=C(c3ccsc3)OC=C2C1=O (configuration not stated) | 2%
94 | O=C(O)c1cccc(NC(=S)NC(NC(=O)c2ccco2)C(Cl)(Cl)Cl)c1 (configuration not stated) | 4%[57.5 µM]
95 | Cn1c(SCC(=O)N/N=C/c2ccncc2)nc2ccccc21 | 2%[57.5 µM]
96 | CCOC(=O)c1c(C)[nH]c(C)c1C(=O)COC(=O)c1ccc(OC)c(OC)c1 | 4%
97 | COc1ccc2c(c1)c(CC(=O)Nc1cc(C)ccc1C)c(C)n2C(=O)c1ccc(Cl)cc1 | 4%
98 | CC(C)CC(N=C1NC(C)(C)Cc2ccccc21)C(=O)O (configuration not stated) | 5%
99 | O=C(NCc1ccccc1)N1CCC(CO)(CCc2ccccc2)CC1 | 14%
100 | CC(CCc1ccccc1)NC(=O)CCCCCNc1nc(=S)[nH]c2ccccc12 (configuration not stated) | -2%
101 | O=C1C=Cc2ccccc2/C1=C/c1[nH]c(=O)[nH]c1O | 3%[57.5 µM]
102 | Cc1cccc(N2C(S)=C(C#N)C(=O)NC2c2cccs2)c1 (configuration not stated) | ?
103 | Cc1ccc(CSC2=NCCN2C(=O)c2ccc(S(=O)(=O)N(C)C)cc2)cc1 | 11%
104 | COc1ccccc1/C=C/CN1CCN(Cc2ccc(F)cc2)C(CCO)C1 (configuration not stated) | -9%[57.5 µM]
105 | Cn1c(=O)c2c(nc(NN=C3CCCC3)n2C)n(C)c1=O | -14%[57.5 µM]
106 | CC1CCN(S(=O)(=O)c2cc(C(=O)N3CCN(c4ncccn4)CC3)ccc2Br)CC1 | 5%
107 | Cc1ccccc1OCCOCCN1CCCCCC1 | -6%
108 | Cc1cc(C)c[n+](C[n+]2cc(C)cc(C)c2)c1 | 9%

Next section.
no. | compound | ERK EGF inh
109 | Cn1nc(C(F)(F)F)c(-c2ccccc2)c1NC(=O)c1cccnc1 | -2%[57.5 µM]
110 | O=c1c2nnn(-c3ccc(Cl)cc3)c2ncn1Cc1ccccn1 | 9%
111 | CSC1=C(C#N)C(c2ccccc2Cl)C(C(=O)c2cccs2)C(O)(C(F)(F)F)N1 (configuration not stated) | 3%
112 | Cc1ccc(C(NC(=O)c2ccccc2)C(Cl)Cl)cc1 (configuration not stated) | -1%
113 | CCN1CCN(Cc2nc3c(c(=O)[nH]c(=O)n3C)n2Cc2ccccc2Cl)CC1 | 9%
114 | O=C(COC(=O)c1cc2ccccc2oc1=O)Nc1ccc(F)cc1F | 1%[57.5 µM]
115 | Cc1ccc(NCC(=O)N/N=C/c2ccc(-c3cccc(C(F)(F)F)c3)o2)cc1 | 1%
116 | COc1ccc2c(c1)O[C@@H](c1cccc(C(F)(F)F)c1)[C@H](OC(=O)NS(=O)(=O)c1ccc(F)cc1)C2=O | -2%
117 | CCOC(=O)c1cc(NC(=O)CCC(=O)O)ccc1N1CCCCC1 | -1%[57.5 µM]
118 | N#Cc1c(-c2ccc(Cl)cc2)c2c([nH]c1=S)CCCC2 | -5%
119 | COCCN=c1scc(-c2cc(OC)c(OC)c(OC)c2)n1/N=C/c1c(C)[nH]c2ccccc12 | 0%

Some of the compounds tested; the hit share may differ from the screen's.
